# Source: PubChem BioAssay
# NTR1 agonist: agonists of NTR1, primary screen, imaging, U2OS cells, beta-arrestin-GFP, high content (AID 493036). Neurotensin receptor type 1 (Homo sapiens), P30989. NTR1-U2OS beta-arrestin-GFP spot imaging, agonist mode. activation, % at 20 µM. 0.17% of 330,000 active;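 active = activation at or above 40% of the spot to cytoplasm intensity ratio, with at least 20 cells analyzed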;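 also: 0% = DMSO without peptide and 100% = 100 nM NTR1 peptide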
# Target sequence (P30989 whole entry, looked up): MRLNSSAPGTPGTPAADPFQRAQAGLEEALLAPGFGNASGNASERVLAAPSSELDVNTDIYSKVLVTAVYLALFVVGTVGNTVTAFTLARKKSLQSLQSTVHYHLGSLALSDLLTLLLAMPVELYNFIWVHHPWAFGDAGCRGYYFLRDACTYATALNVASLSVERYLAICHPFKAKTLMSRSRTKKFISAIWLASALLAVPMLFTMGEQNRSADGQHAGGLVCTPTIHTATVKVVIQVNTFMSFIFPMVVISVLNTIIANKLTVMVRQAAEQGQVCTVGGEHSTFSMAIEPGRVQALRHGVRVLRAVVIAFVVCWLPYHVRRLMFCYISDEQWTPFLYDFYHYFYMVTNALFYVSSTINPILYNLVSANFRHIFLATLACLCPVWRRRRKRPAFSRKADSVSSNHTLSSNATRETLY
# T cell HTS: modulators of CD8 T cell-vesicle binding, primary screen, mouse 2C CD8+ T cells, flow cytometry. AID 2052, 2009. calls only at 7 µM. 0.068% of 330,000 active. 2C CD8+ T cell-vesicle binding; hits give low values;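 active = response, share of CD8 T cells binding vesicles, and their 90th percentile fluorescence all below set limits, cut at about 80% in these data, passing the limit was not always enough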
#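 Benchmarks: naked versus QL9-loaded vesicles / Assay system: purified 2C TCR transgenic mouse naive CD8+ T cells / Technique: high-throughput flow cytometry with anti-B7-1 and anti-CD8 staining / Timing: Cell–vesicle co-incubation 1.5 h at 37 °C, staining 20 min on ice / Read-out: percent CD8+ FL2 mean versus row control / Probe or stimulus: QL9-loaded Drosophila micro-vesicles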
# T cell HTS vesicle-bound %: also measured in T cell HTS; calls as there; double positive events, %; measured here: CD8+ vesicle-bound cell fraction;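 binding gate set so that unloaded-vesicle control wells show 10% double positive cells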
# NTR1 agonist cell count 20 µM: second read-out of NTR1 agonist, no call of its own (marks repeat the call); cell count; measured here: cell count, cytotoxicity flag
# Starred values were filed as active, the others as inactive; i = inactive; & = joins results of further samples. Only part of the results is shown (hit frequency here may not be typical).
SMILES,NTR1 agonist,NTR1 agonist cell count 20 µM,T cell HTS,T cell HTS vesicle-bound %
NS(=O)(=O)c1cccc(NC(=O)COC(=O)/C=C/c2nc3ccccc3s2)c1,0.1,96,i,51
Cc1cc(SCC(=O)N2CCCC2=O)nc2ccccc12,-1.9,65,i,27
CC(OC(=O)C1CCN(c2ccc(C(F)(F)F)cn2)CC1)C(=O)NC1CCCCC1C (stereo not drawn),-1.3,67,i,45
CCOC(=O)c1c(NC(=O)CN2C(=O)C(=O)N(C(C)C)C2=O)sc(C)c1CC,4.1,64,i,7
Cc1ccc(S(=O)(=O)N2[C@@H](c3cccc(C)c3)C(C(=O)O)=C[C@H]2CC2CCCC2)cc1,-1.3,52,i,6
Cc1cc2nc(NCCCO)n(CC(=O)c3cc(C(C)(C)C)c(O)c(C(C)(C)C)c3)c2cc1C,26,77,i,61
COc1cccc(C(=O)Nc2ccc(C(=O)NCC3CCCO3)cc2)c1 (stereo not drawn),-0.2,47,i,50
COc1ccc(CCNC(=O)COC(=O)c2cc(S(=O)(=O)N3CCCC3)ccc2O)cc1,-0.2,48,i,43
COc1cccc(-c2c(-c3cc(OC)cc(OC)c3)n(C)c3ccc(-c4cnc(N5CCOCC5)nc4)cc23)c1,3.4,56,i,36
CC1CCCC(C)N1C(=O)COC(=O)C12CC3CC(CC(Cl)(C3)C1)C2 (stereo not drawn),3.8,54,i,38
Cc1ccc(NC(=O)Cc2c(F)cccc2Cl)cc1S(=O)(=O)N1CCOCC1,1.7,57,i,44
CCN(C(=S)NC(=O)c1ccco1)c1cccc2ccccc12,-0.9,43,i,46
O=C(COc1ccc(Cl)cc1Cl)N(C1CCCCC1)C1CCS(=O)(=O)C1 (stereo not drawn),-0.5,71,i,35
COc1ccc(NC(=O)c2ccc(NC(=O)CN3CCC(C(N)=O)CC3)cc2)cc1,5.4,62,i,6
COCCCn1c(SCC(=O)NC2CCS(=O)(=O)C2)nnc1-c1ccc(Cl)cc1 (stereo not drawn),-1.1,52,i,21
C[C@H](CO)N1C[C@H](C)[C@@H](CN(C)C(=O)Nc2ccccc2)Oc2ccc(NS(=O)(=O)c3ccc(F)cc3)cc2C1=O,-2.0,65,i,47
COC(=O)c1c(C)[nH]c(C(=O)C(C)OC(=O)C2CC(=O)N(c3ccc(C)cc3)C2)c1C (stereo not drawn),2.4,58,i,34
CC1(NC(=O)Cc2csc(-c3cccc(Cl)c3)n2)CCS(=O)(=O)C1 (stereo not drawn),3.8,51,i,12
O=C(Nc1ccccc1Br)C1CCN(S(=O)(=O)c2cccs2)CC1,-1.4,47,i,41
Cc1nc(NC(=O)COC(=O)/C=C/c2ccco2)c(Cl)cc1Cl,0.7,93,i,10
Cc1c(C)c2cccnc2c2ncccc12,-1.3,49,i,24
Cc1ccc(NC(=O)CO/N=C(\N)c2ccccc2)cc1C,-0.2,60,i,49
CCN(c1ccccc1)S(=O)(=O)c1ccc(OC)c(NC(=O)c2ccc(=O)[nH]c2)c1,0.9,49,i,52
CCCCN1CC(=O)N2[C@H]3c4cc(Cl)ccc4OC[C@@H]3[C@H](c3ccccc3)[C@]2(C)C1=O,1.1,62,i,25
O=C(CCC(=O)c1cccs1)Nc1nc2ccccc2s1,1.1,47,i,48
CCc1ccc(OCC(=O)NNC(=O)c2cc(S(=O)(=O)N3CCOCC3)ccc2N2CCCC2)cc1,0.3,52,i,8
CC(NC(=O)COc1ccccc1)C(=O)NCc1ccccc1Cl (stereo not drawn),0.6,48,i,33
O=C1NC(=O)c2cc3ccccc3cc21,-0.2,62,i,34
O=C(COC(=O)c1ccc(S(=O)(=O)N2CCCC2)cc1)Nc1cccc(Br)c1,-2.2,49,i,39
O=C(CC1C[C@H](C(=O)N2CCOCC2)[C@@]2(CCC3CCCC3)c3[nH]c4ccccc4c3CCN2C1=O)NCCN1CCOCC1 (stereo partly drawn),1.3,62,i,7
CCNC(=O)NC(=O)CSc1ccc(S(=O)(=O)N2CCCCC2)cn1,0.4,53,i,43
CC(=O)Nc1cccc(NC(=O)CSc2n[nH]c(-c3ccccc3)n2)c1,-0.4,61,i,46
CCOC(=O)c1c(C)[nH]c(C(=O)OCC(=O)NCc2ccc(F)cc2)c1C,-0.6,50,i,33
O=C(COC(=O)c1cnccn1)Nc1c(Cl)cc(Cl)cc1Cl,-0.3,64,i,46
COc1ccc([C@H]2CC(=O)C=C(c3cc(C=O)ccc3OC)C2)cc1OC,0.0,67,i,27
COc1ccccc1C1=CC(=O)C[C@H](c2ccc(F)cc2)C1,0.2,66,i,25
NC(=O)c1ccc(-c2nnn(CC(=O)Nc3cccc(S(=O)(=O)N4CCCC4)c3)n2)cc1,-1.3,57,i,37
Cc1c(O)c(C)c2c(c1O)C(=O)C[C@@H](c1ccccc1)O2,0.3,44,i,16
Cn1c(SCC(=O)NCC2CCCO2)nnc1-c1ccc(Cl)cc1 (stereo not drawn),-3.6,47,i,42
CC1CCN(C(=O)C(C)OC(=O)CSc2ccc([N+](=O)[O-])cc2)CC1 (stereo not drawn),-1.8,94,i,51
CC(C)[C@H](NC(=O)c1ccccc1)C(=O)NC1CCCCCCC1,-0.3,60,i,48
CCC(C)[C@H]1CNCCN1CCC12CC3CC(CC(C3)C1)C2 (stereo partly drawn),6.1,59,i,35
COc1ccc(C(CNC(=O)C(C)(C)Oc2ccc(Cl)cc2)N2CCCC2)cc1 (stereo not drawn),-1.7,88,i,47
CN(C)S(=O)(=O)c1cccc(NC(=O)CCNC(=O)Nc2ccccc2)c1,-0.3,68,i,45
COc1ccc(NC(=O)c2cccc3c2C(=O)c2ccc(-c4cnc(OC)nc4)cc2S3(=O)=O)cc1,0.5,57,i,52
N[C@@H](Cc1ccc(O)cc1)C(=O)Nc1ccc2ccccc2c1,2.3,53,i,8
COc1ncnc(-c2ccccc2)c1-c1ccccc1,1.7,63,i,44
COc1ccccc1-c1oc2ccccc2c1C#CCCCCO,10,60,i,42
COC(=O)c1ccc(N2CC3CNC(=O)C2(C(=O)OC)N3C)cc1 (stereo not drawn),-1.6&-1.8,56&71,i,10&15
Cc1cc(C)n(CCCNC(=O)COc2ccc([N+](=O)[O-])cc2)n1,2.4,48,i,54
Cc1c(C(=O)OCC(=O)NCCN2C(=O)CSC2=O)cccc1[N+](=O)[O-],-0.3,74,i,39
CC(OC(=O)c1n[nH]c2ccccc12)C(=O)NC1CCCCC1C (stereo not drawn),-1.8,62,i,34
CC(C)NC(=O)N(C)C[C@H]1Oc2c(NC(=O)c3ccc(-c4nccs4)cc3)cccc2C(=O)N([C@@H](C)CO)C[C@H]1C,1.5,46,i,8
CC1CCN(C(=O)c2ccc(S(=O)(=O)N3CCCCCC3)cc2)CC1,0.2,70,i,21
O=C(Cn1cc(C(F)(F)F)ccc1=O)N1CCc2ccccc2C1,-1.2,56,i,46
CC(=O)c1c(C)[nH]c(C(=O)OCC(=O)N2CCc3ccccc3C2)c1C,2.5,56,i,54
Cc1nc(SCc2nc3c(F)cccc3[nH]2)c2oc3ccccc3c2n1,0.3,49,i,13
Cc1ccsc1C(=O)OCC(=O)NC1CCCC(C)C1C (stereo not drawn),0.5,54,i,21
CCOC(=O)[C@H]1[C@H]2COc3ccc(Br)cc3[C@@H]2N2C(=O)CN(Cc3ccc(F)cc3)C(=O)[C@@]12C,2.6,60,i,28
CC1CC(C)CN(C(=O)CN2C(=O)NC3(CCCCCC3)C2=O)C1 (stereo not drawn),-0.7,54,i,39

# New compounds follow
SMILES,NTR1 agonist,NTR1 agonist cell count 20 µM,T cell HTS,T cell HTS vesicle-bound %
NC(=O)c1cc([N+](=O)[O-])ccc1NCc1ccc(O)cc1,-3.0,99,i,8
Cc1ccc(S(=O)(=O)N2CCN(CCc3ccncc3)CC2)cc1,1.0,65,i,33
Cc1ccc(CSc2nnc(NC(=O)C3=COCCO3)s2)cc1,2.3,72,i,40
O=C(Nc1cccc(Cl)c1)c1nc[nH]c1C(=O)NCCCCNC(=O)c1[nH]cnc1C(=O)Nc1cccc(Cl)c1,1.5,47,i,6
COc1ccc(CCN2CC(C(=O)Nc3nccs3)CC2=O)cc1OC (stereo not drawn),0.2,45,i,45
Cc1ccc(C)c(S(=O)(=O)N2CCN(c3nc(CN4CCOCC4)nc4sc(C)c(C)c34)CC2)c1,13,55,i,45
CC(NC(=O)CN(C)CC(=O)Nc1cccc(F)c1)c1ccccc1 (stereo not drawn),-1.3,72,i,34
Cc1sc2ncnc(N3CCN(S(=O)(=O)c4ccc(C(C)(C)C)cc4)CC3)c2c1C,4.2,56,i,54
COc1ccc(CNC(=O)c2ccc(Cl)c(S(=O)(=O)N3CCOCC3)c2)cc1OC,-0.8,79,i,11
N#Cc1ccccc1OCC(=O)OCC(=O)c1c[nH]c2ccccc12,0.2,57,i,5
Cc1ccccc1/C=N/NC(=O)c1ccc(-n2cnnn2)cc1,-0.9,99,i,35
CN(C(=O)COC(=O)C12CC3CC(CC(C3)C1)C2)c1c(N)n(Cc2ccccc2)c(=O)[nH]c1=O,1.2,77,i,22
O=C(Cn1ccc(NC(=O)OCc2ccccc2)nc1=O)NCc1ccccn1,4.2,40,i,41
O=C(NCc1cccnc1)/C(=C/c1ccc([N+](=O)[O-])cc1)NC(=O)c1ccccc1,-1.1,64,i,45
O=C(COC(=O)CCc1nc2ccccc2c(=O)[nH]1)Nc1ccccc1,-0.2,60,i,34
O=C(CCc1nc2sc3c(c2c(=O)[nH]1)CCCC3)NCC(=O)Nc1ccccc1Br,1.1,81,i,50

# Gathered by group: those above containing an NH in an aromatic ring (13)
SMILES,NTR1 agonist,NTR1 agonist cell count 20 µM,T cell HTS,T cell HTS vesicle-bound %
COC(=O)c1c(C)[nH]c(C(=O)C(C)OC(=O)C2CC(=O)N(c3ccc(C)cc3)C2)c1C (stereo not drawn),2.4,58,i,34
CCN(c1ccccc1)S(=O)(=O)c1ccc(OC)c(NC(=O)c2ccc(=O)[nH]c2)c1,0.9,49,i,52
O=C(CC1C[C@H](C(=O)N2CCOCC2)[C@@]2(CCC3CCCC3)c3[nH]c4ccccc4c3CCN2C1=O)NCCN1CCOCC1 (stereo partly drawn),1.3,62,i,7
CC(=O)Nc1cccc(NC(=O)CSc2n[nH]c(-c3ccccc3)n2)c1,-0.4,61,i,46
CCOC(=O)c1c(C)[nH]c(C(=O)OCC(=O)NCc2ccc(F)cc2)c1C,-0.6,50,i,33
CC(OC(=O)c1n[nH]c2ccccc12)C(=O)NC1CCCCC1C (stereo not drawn),-1.8,62,i,34
CC(=O)c1c(C)[nH]c(C(=O)OCC(=O)N2CCc3ccccc3C2)c1C,2.5,56,i,54
Cc1nc(SCc2nc3c(F)cccc3[nH]2)c2oc3ccccc3c2n1,0.3,49,i,13
O=C(Nc1cccc(Cl)c1)c1nc[nH]c1C(=O)NCCCCNC(=O)c1[nH]cnc1C(=O)Nc1cccc(Cl)c1,1.5,47,i,6
N#Cc1ccccc1OCC(=O)OCC(=O)c1c[nH]c2ccccc12,0.2,57,i,5
CN(C(=O)COC(=O)C12CC3CC(CC(C3)C1)C2)c1c(N)n(Cc2ccccc2)c(=O)[nH]c1=O,1.2,77,i,22
O=C(COC(=O)CCc1nc2ccccc2c(=O)[nH]1)Nc1ccccc1,-0.2,60,i,34
O=C(CCc1nc2sc3c(c2c(=O)[nH]1)CCCC3)NCC(=O)Nc1ccccc1Br,1.1,81,i,50
